TDP2 absorb = blocks human TDP2 phosphodiesterase activity | inhibition, % at 12.8 µM | AID 720702 | recombinant TDP2, T5PNP hydrolysis, p-nitrophenol absorbance 415 nm | 0.34% of 370,000 active;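 active means inhibition above the mean of all tested compounds plus 3 SD, set per campaign, cut at about 25% in these data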;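 further: 0% = DMSO with enzyme and 100% = buffer with substrate but no TDP2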
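Incubation: 2 h at 37 °C; Test system: recombinant human TDP2; Quantity: enzyme 120 nM; Read-out basis: percent inhibition; Medium: 50 mM Tris-HCl pH 7.5 with Mg2+, KCl, DTT, BSA; Repeats: single replicate; Compound: 12.8 µM single point, 1% DMSO; Signal: epi absorbance; Reagent: 5 mM T5PNP chromogenic substrate; Benchmarks: no-enzyme high, DMSO-plus-enzyme low.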
rCAG RNA binder = molecules binding r(CAG) RNA repeats; r(CAG) RNA repeat, TO-PRO-1 dye displacement fluorescence; inhibition, % at 3 µM; 1.3% of 370,000 active;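 active means inhibition above the plate cutoff, the mean of all test compounds on that plate plus 3 SD, cut at about 35% in these data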;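 further: 0% = DMSO alone and 100% = 100 µM mitoxantrone as full dye displacement; higher means more dye released from RNA so lower well fluorescence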
GC-B act = GC-B (human) receptor activation; 0.11% of 370,000 active; activation, % at 10 µM; P20594; HEK293-GC-B cells, CNP EC30, cGMP TR-FRET; 0% at EC30 CNP, 100% saturating CNP;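 active means activation at 10 µM reaching about 35% in either raw or pattern-adjusted values, limit read from the data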
TCR CD3 inh = blocks the human TCR-CD3 interaction. TAMRA-labeled TCR probe fluorescence, biochemical. inhibition, % at 9.4 µM. 0.37% of 360,000 active. AID 651800; in the data active means inhibition above about 19%;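 further: recombinant mutant TCR 2C K166C tagged with TAMRA read by polarization; 0% = receptor in buffer alone and 100% = receptor with positive control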
ABHD4 inh = inhibitors of mouse ABHD4. Q8VD66. purified mABHD4, FP-Rh probe fluorescence polarization. inhibition, % at 8.92 µM. 0.54% of 370,000 active. AID 720543;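 active means inhibition exceeding the mean over every tested compound plus 3 SD, cut at about 30% in these data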;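 further: 0% = plate median of compound wells and 100% = S159A mutant with DMSO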
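Test system: mABHD4 protein | Buffer or medium: HEPES pH 7.0 buffer, 150 mM NaCl, 0.01% Pluronic F-127 | Probe or stimulus: FP-Rh fluorescent activity-based probe, added after compound pre-incubation | Timing: Pre-incubation 45 min, probe exposure 60 min, at 25 °C | Technique: Fluorescence polarization, excitation 525 nm, emission 598 nm, BODIPY TMR filters | Repeats: Single well per compound (singlicate)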
PRMT1 FP inh = inhibitors of human PRMT1 | 1.3% of 370,000 active | recombinant PRMT1, activity-based probe fluorescence polarization | inhibition, % at 2.79 µM | Q99873;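 active means inhibition above about 21% made by adding two undisclosed values, limit read from the data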
LEDGF integ inh = blocks HIV-1 LEDGF/p75-dependent DNA integration; TR-FRET IN-LEDGF/p75 DNA integration, Eu/Cy5; inhibition, % at 3.7 µM; 0.64% of 370,000 active; AID 743269;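 active means inhibition above the screen-wide mean plus 3 SD, cut at about 13% in these data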;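 further: signal is the Cy5 over europium emission ratio at 671 and 618 nm; 0% = plate median of compound wells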
HTRA1 inh = inhibitors of human serine peptidase HTRA1 | Q92743 | recombinant HTRA1, FP-rhodamine activity-based probe, fluorescence polarization | inhibition, % at 5.96 µM | 0.5% of 340,000 active | AID 504803; in the data active means inhibition above about 36%;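 further: 0% = enzyme with DMSO and 100% = wells lacking enzyme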
MBD2 DNA inh = inhibitors of human MBD2 binding to methylated oligonucleotide; inhibition, % at 4.4 µM; 0.31% of 370,000 active; AID 686964; TR-FRET; in the data active means inhibition above about 13%
Target sequence (Q9UBB5 whole entry, looked up): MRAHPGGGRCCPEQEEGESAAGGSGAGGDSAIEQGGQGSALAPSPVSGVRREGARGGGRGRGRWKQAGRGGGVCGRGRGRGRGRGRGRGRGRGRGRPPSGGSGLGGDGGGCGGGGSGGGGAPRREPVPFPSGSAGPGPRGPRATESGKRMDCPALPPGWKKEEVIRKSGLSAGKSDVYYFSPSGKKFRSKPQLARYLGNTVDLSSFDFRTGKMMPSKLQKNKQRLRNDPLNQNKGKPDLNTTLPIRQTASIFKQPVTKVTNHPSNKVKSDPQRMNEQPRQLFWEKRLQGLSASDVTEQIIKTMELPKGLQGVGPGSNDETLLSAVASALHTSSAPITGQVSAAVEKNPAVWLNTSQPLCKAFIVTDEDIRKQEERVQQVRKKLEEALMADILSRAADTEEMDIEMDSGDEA
SIAE primary = human SIAE inhibition, primary screen; AID 1053197; 0.69% of 370,000 active; Q9HAT2; SIAE FP-Rh probe binding, fluorescence polarization; inhibition, % at 9.66 µM;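 active means inhibition above a cutoff: mean of compounds within the control limits plus 3 SD of those, cut at about 17% in these data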;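 further: 0% = plate median of compound wells and 100% = probe without SIAE protein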
Target sequence (Q9HAT2 whole entry, looked up): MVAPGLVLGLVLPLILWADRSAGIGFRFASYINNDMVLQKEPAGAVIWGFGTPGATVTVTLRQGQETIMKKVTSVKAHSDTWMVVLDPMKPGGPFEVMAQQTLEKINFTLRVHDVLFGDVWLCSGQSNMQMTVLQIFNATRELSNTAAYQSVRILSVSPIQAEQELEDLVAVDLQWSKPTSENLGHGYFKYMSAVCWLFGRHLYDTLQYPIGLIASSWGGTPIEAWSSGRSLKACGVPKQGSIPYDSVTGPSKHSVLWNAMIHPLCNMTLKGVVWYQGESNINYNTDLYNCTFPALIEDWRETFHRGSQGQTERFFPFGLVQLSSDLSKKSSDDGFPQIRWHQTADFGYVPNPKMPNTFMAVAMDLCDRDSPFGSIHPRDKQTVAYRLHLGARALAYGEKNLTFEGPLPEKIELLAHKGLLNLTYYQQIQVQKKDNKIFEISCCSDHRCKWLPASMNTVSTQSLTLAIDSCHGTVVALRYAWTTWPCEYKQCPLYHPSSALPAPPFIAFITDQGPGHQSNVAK
* marks the source's active call; other numbers are inactive results; / = no result given. The list is partial, so the mix of outcomes need not match the whole.

SMILES | TDP2 absorb | rCAG RNA binder | GC-B act | TCR CD3 inh | ABHD4 inh | PRMT1 FP inh | LEDGF integ inh | HTRA1 inh | MBD2 DNA inh | SIAE primary
COc1cc(C(=O)Nc2ccccc2C(=O)NCc2cccnc2)cc(OC)c1OC | -2 | -1 | 5 | -7 | -3 | 3 | -1 | -4 | 7 | 7
COc1ccc(C(=O)CSc2ccc(-c3ccco3)nn2)cc1 | 2 | 10 | 2 | 9 | 6 | 23* | 0 | 3 | 1 | 1
CC(=O)c1ccc(OCc2cc(C(=O)N(C)Cc3cc(C)no3)no2)cc1 | -12 | -4 | 6 | 0 | -1 | 3 | 0 | -1 | -4 | 0
O=c1c([N+](=O)[O-])c(O)c2ccccc2n1Cc1ccccc1 | -15 | 5 | -1 | 4 | -1 | 29* | 4 | 5 | 3 | 3
COc1cccc2cc(-c3cn4ccc(C)cc4n3)c(=O)oc12 | 5 | -2 | -3 | 1 | 2 | 1 | 1 | -6 | -1 | -5
CC(C)[C@@H](N)C(=O)N/N=C/c1ccc2nccnc2c1 | -3 | 0 | 1 | -2 | 0 | -3 | 1 | 7 | -1 | -10
COCCN(CCOC)C(=O)C1CCCN(S(=O)(=O)c2ccc(NC(=O)OC)cc2)C1 (stereo unspecified) | 9 | 1 | 4 | 3 | -3 | -1 | 1 | 4 | 0 | 3
O=C(NNC(=O)c1cc2ccccc2o1)c1ccc(Cl)cc1 | 0 | 3 | 3 | -2 | 2 | 0 | 1 | 3 | 2 | -2
O=C(Cc1ccc(Cl)cc1)Nc1ccc(Br)cn1 | -2 | 0 | -4 | 1 | -6 | -1 | 3 | -6 | -3 | 0
CC(=O)Nc1cccc(C(=O)/C=C/c2ccc(N(C)C)cc2)c1 | 5 | -33 | -2 | -9 | -73 | -6 | -2 | -6 | -2 | -46
COc1cc(Cl)c(C)cc1NC(C)C(=O)Nc1cc(C(F)(F)F)ccc1N1CCOCC1 (stereo unspecified) | -5 | 4 | -1 | -1 | 4 | -2 | -6 | -6 | 5 | -7
CCn1c(SCc2ccc(Cl)c(Cl)c2)nnc1C(C)NC(=O)c1ccc(OC)cc1 (stereo unspecified) | 7 | -3 | -15 | 2 | 2 | 0 | -2 | 3 | 2 | 2
CCCCn1c(SCC(=O)Nc2nccs2)nc2ccccc2c1=O | 14 | -1 | -1 | 2 | -1 | 1 | -2 | 5 | 0 | 2
C=CCS/C(N)=N\N=C\c1c(O)ccc2ccccc12 | -1 | 22 | -4 | 3 | 8 | -2 | -3 | 18 | -1 | 12
CNC(=O)c1cccc(N2CCCC2=O)c1 | 0 | -2 | -1 | -8 | 1 | -2 | 3 | 2 | -6 | 6
NS(=O)(=O)c1ccc(CCNC(=O)C(=O)NCC2OCCN2S(=O)(=O)c2cccs2)cc1 (stereo unspecified) | 2 | 10 | -1 | 6 | 2 | 4 | -2 | -1 | 3 | -4
Cn1cc(Br)c(C(=O)Nc2ncc(Br)s2)n1 | -5 | 1 | -2 | 1 | -3 | 0 | 3 | 10 | -4 | 11
CN(CC(=O)NC1CCCCCCC1)S(=O)(=O)c1cnc[nH]1 | 5 | -6 | 0 | -3 | -3 | -6 | 1 | 4 | 2 | 0
Cc1cccc(OCCCn2c(=O)oc3ccc(C)cc32)c1 | 0 | -5 | -3 | 5 | -2 | -7 | 12 | -19 | 11 | 5
COc1ccc(Cl)cc1NC(=O)Nc1ccccc1C(N)=O | -9 | 11 | -10 | -8 | -12 | 1 | 2 | -8 | -2 | -1
Cc1c(Cc2ccc3c(c2)OCO3)sc(NC(=O)c2cccc3ccccc23)c1C(N)=O | 1 | 10 | 19 | -3 | -3 | 3 | 0 | -23 | 4 | -29
Cc1c(C(C)C)c(=O)n(-c2ccc(S(=O)(=O)NC3CC3)cc2)n1C | 7 | 0 | 8 | 3 | -4 | 2 | -1 | -6 | -4 | 1
Cc1cccc(N2CCN(C(=O)c3ccc(CNc4c(N5CCC(C)CC5)c(=O)c4=O)cc3)CC2)c1C | -10 | 3 | -3 | -7 | 6 | 5 | -4 | 1 | 2 | -2
CC[C@]12c3[nH]c4ccccc4c3CCN1C(=O)C(CC(=O)NCC13CC4CC(CC(C4)C1)C3)C[C@@H]2C(=O)N1CCN(C(=O)c2ccco2)CC1 (stereo partly specified) | 2 | 12 | 1 | -3 | 7 | 3 | 3 | -28 | 0 | 3
CC(C(=O)Nc1nnc(C2CC2)s1)N1C(=O)C2CC=CCC2C1=O (stereo unspecified) | 4 | 6 | 5 | -2 | -4 | -1 | 0 | -2 | -2 | -2
Cc1ccc(C(=O)Oc2ccc(-c3nnco3)cc2)o1 | 1 | 2 | 0 | 1 | 4 | -2 | 10 | 0 | 4 | 10
O=C1C=C(NCc2ccc(Cl)cc2)CCC1 | 3 | -2 | 5 | -5 | -2 | 1 | -1 | 0 | 2 | 1
CN(C)S(=O)(=O)N1CCC(Oc2cccc(C(=O)NCCC3=CCCCC3)c2)CC1 | -23 | -7 | -1 | 1 | -15 | 9 | -2 | -9 | 7 | -9
COc1ccc(CCNC(=O)C2CCN(S(=O)(=O)c3c(C)noc3C)CC2)cc1OC | -8 | -3 | -5 | 4 | 11 | 1 | 0 | 3 | -1 | 0
O=C(Nc1ccccc1C(=O)NCCN1CCOCC1)c1ccco1 | 6 | -2 | -2 | -4 | 8 | 0 | 0 | 8 | 3 | -5

Random excerpt: four entries already listed.
SMILES | TDP2 absorb | rCAG RNA binder | GC-B act | TCR CD3 inh | ABHD4 inh | PRMT1 FP inh | LEDGF integ inh | HTRA1 inh | MBD2 DNA inh | SIAE primary
Cn1cc(Br)c(C(=O)Nc2ncc(Br)s2)n1 | -5 | 1 | -2 | 1 | -3 | 0 | 3 | 10 | -4 | 11
O=C(Nc1ccccc1C(=O)NCCN1CCOCC1)c1ccco1 | 6 | -2 | -2 | -4 | 8 | 0 | 0 | 8 | 3 | -5
Cc1c(C(C)C)c(=O)n(-c2ccc(S(=O)(=O)NC3CC3)cc2)n1C | 7 | 0 | 8 | 3 | -4 | 2 | -1 | -6 | -4 | 1
Cc1cccc(OCCCn2c(=O)oc3ccc(C)cc32)c1 | 0 | -5 | -3 | 5 | -2 | -7 | 12 | -19 | 11 | 5

In another format: entries from further up
COc1ccc(CCNC(=O)C2CCN(S(=O)(=O)c3c(C)noc3C)CC2)cc1OC
  TDP2 absorb = -8 | rCAG RNA binder = -3 | GC-B act = -5 | TCR CD3 inh = 4 | ABHD4 inh = 11 | PRMT1 FP inh = 1 | LEDGF integ inh = 0 | HTRA1 inh = 3 | MBD2 DNA inh = -1 | SIAE primary = 0

NS(=O)(=O)c1ccc(CCNC(=O)C(=O)NCC2OCCN2S(=O)(=O)c2cccs2)cc1 (stereo unspecified)
  TDP2 absorb = 2 | rCAG RNA binder = 10 | GC-B act = -1 | TCR CD3 inh = 6 | ABHD4 inh = 2 | PRMT1 FP inh = 4 | LEDGF integ inh = -2 | HTRA1 inh = -1 | MBD2 DNA inh = 3 | SIAE primary = -4

Additional structures
SMILES | TDP2 absorb | rCAG RNA binder | GC-B act | TCR CD3 inh | ABHD4 inh | PRMT1 FP inh | LEDGF integ inh | HTRA1 inh | MBD2 DNA inh | SIAE primary
CCc1nc(-c2ccccc2)c2ccccn12 | -6 | 0 | 0 | 7 | 5 | -3 | -1 | -1 | -2 | -5
CC(C)C(=O)NNC(=O)C1CC1(c1ccccc1)c1ccccc1 (stereo unspecified) | 1 | -1 | 0 | 12 | 3 | -3 | -1 | -9 | -3 | -2
O=C(C[n+]1cccc(C(=O)Nc2ccccc2)c1)c1ccc(Cl)cc1 | -1 | 10 | 7 | -1 | -2 | -4 | 1 | / | 1 | 0
C=CCN1C(=O)S/C(=C\c2ccc3c(c2)n(C)c(=O)n3C)C1=O | 10 | -3 | -3 | -4 | 7 | 2 | 1 | 4 | 4 | -1
C/C(=N\Nc1nc(C(C)(C)C)cs1)c1ccccc1 | -4 | -5 | -2 | -2 | 11 | -1 | -1 | 13 | 3 | 7
Cc1ccc(NC(=O)C(=O)NCC2CCN(C(=O)c3cccc([N+](=O)[O-])c3)CC2)cc1 | -2 | -1 | -1 | -2 | 2 | 0 | -1 | -1 | -5 | -1
O=C(CCC1=NS(=O)(=O)c2ccccc2N1)NC1CCCCCCC1 | -3 | -2 | 2 | 2 | 5 | -1 | 3 | -1 | -6 | 8
CCCNC(=O)NC(=O)CSc1nnc(-c2ccncc2)n1CC | 6 | -1 | 3 | 8 | 1 | -1 | -4 | -3 | -2 | 0
CCCCCCOc1cccc(N)c1 | 3 | -1 | 0 | 6 | 7 | 0 | 0 | 2 | 1 | 4
c1ccc(CCCCc2ccccn2)cc1 | 3 | -1 | -5 | -1 | 2 | 0 | -2 | 3 | 3 | -1
CCOC(=O)N1CCN(CC(=O)Nc2ccc(C)cc2)CC1 | 11 | -6 | -4 | 0 | -15 | -1 | -2 | -3 | -8 | 3
O=C(CNc1ccc2c(c1)OCO2)N/N=C\c1ccccc1Cl | -2 | 7 | -5 | -7 | 13 | 22* | -3 | 17 | 5 | 8
Cc1ccc(C(=O)NCC(=O)OCN2C(=O)c3ccccc3C2=O)cc1C | -13 | -1 | -11 | 1 | -4 | -1 | 6 | -3 | 0 | -10
COc1ccc(C(=O)COC(=O)[C@H](C)Nc2ccc(C(F)(F)F)cc2[N+](=O)[O-])cc1 | -17 | 7 | 2 | -5 | -8 | -2 | -1 | 0 | -3 | 0
CCC(=O)NC(c1ccco1)c1cc(Cl)c2cccnc2c1O (stereo unspecified) | -6 | 3 | -1 | -1 | 18 | 3 | -4 | 56* | 0 | 10
Fc1ccc(Nc2nc(NCc3ccccc3)nc3ccsc23)cc1 | -2 | 2 | 12 | 0 | 21 | -2 | -2 | / | 3 | 11
CCCCn1nc(C(=O)Oc2ccc3c(C)cc(=O)oc3c2)c2ccccc2c1=O | 8 | 0 | -14 | 4 | -1 | 3 | 0 | 0 | -1 | -2
O=C(CC(=O)c1ccccc1)Nc1cc(C(F)(F)F)ccc1Cl | 9 | 9 | 5 | 0 | 2 | -2 | 0 | -5 | 2 | -10
CCC(C)N(C(=O)c1csnn1)C(C(=O)NCc1ccc(F)cc1)c1ccccc1 (stereo unspecified) | -12 | -1 | -10 | -2 | -5 | -5 | 0 | 8 | -3 | 0
CC(=O)C1C(c2ccc(Cl)cc2)NC(=O)NC1(O)C(F)(F)F (stereo unspecified) | 4 | 2 | 1 | -1 | -4 | -4 | -1 | 8 | -2 | 0
CCC1CN(C(=O)NCc2ccccc2)c2cc(C)ccc2O1 (stereo unspecified) | 1 | -2 | -6 | -4 | -4 | 2 | -2 | -12 | 2 | 14
O=C(c1cc(S(=O)(=O)N2CCCCC2)ccc1N1CCOCC1)N1CCN(Cc2ccccc2)CC1 | -5 | -8 | 1 | 11 | 0 | 0 | 1 | 3 | 5 | 4
N#Cc1ccccc1NC(=O)CN1CCN(c2ccccn2)CC1 | -2 | -7 | 4 | 2 | 2 | 2 | 2 | 5 | -2 | 9
COc1cccc(CN2CC(C(=O)N3CCCCCCC3)CCC2=O)c1 (stereo unspecified) | -4 | -7 | -1 | 2 | -4 | -3 | 5 | -3 | -3 | 3
O=C(COC(=O)c1ccc(Cl)nc1)Nc1ccc2c(c1)CCC2 | -2 | 4 | 0 | 1 | -4 | 1 | 1 | 1 | -2 | 3

High-throughput results (PubChem BioAssay)
